Source: PubChem
m5-HT2A agonist = mouse Htr2a agonists via beta-arrestin recruitment, primary screen, cell-based, luminescence; 0.66% of 360,000 active; activation, % at 7.6 µM; AID 624169, 2012; CHO-K1 mHTR2A beta-arrestin complementation; percent of 30 µM serotonin response; 5-hydroxytryptamine receptor 2A (Mus musculus), P35363;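 active = activation above a run cutoff, the mean activation of all tested compounds plus 3 SD, cut at about 14% in these data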;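 also: 0% = plate median of compound wells and 100% = 30 µM serotonin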
NR2E3 ag-1 = NR2E3 agonists in two-hybrid cells, primary screen, cell-based, luminescence, CHO-S, Gal4-NCOR/VP16-NR2E3. Photoreceptor-specific nuclear receptor (Homo sapiens), Q9Y5X4. 0.35% of 360,000 active. AID 602229, 2012. luciferase. inhibition of corepressor binding, % at 3.98 µM;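 active = inhibition above the mean of all tested compounds plus 3 SD, cut at about 70% in these data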;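 also: 0% = DMSO with NR2E3 transfected cells and 100% = cells lacking NR2E3 construct; higher means lower luciferase signal from less NR2E3 corepressor binding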
Target sequence (Q9Y5X4 whole entry, looked up, the tested form may be a part): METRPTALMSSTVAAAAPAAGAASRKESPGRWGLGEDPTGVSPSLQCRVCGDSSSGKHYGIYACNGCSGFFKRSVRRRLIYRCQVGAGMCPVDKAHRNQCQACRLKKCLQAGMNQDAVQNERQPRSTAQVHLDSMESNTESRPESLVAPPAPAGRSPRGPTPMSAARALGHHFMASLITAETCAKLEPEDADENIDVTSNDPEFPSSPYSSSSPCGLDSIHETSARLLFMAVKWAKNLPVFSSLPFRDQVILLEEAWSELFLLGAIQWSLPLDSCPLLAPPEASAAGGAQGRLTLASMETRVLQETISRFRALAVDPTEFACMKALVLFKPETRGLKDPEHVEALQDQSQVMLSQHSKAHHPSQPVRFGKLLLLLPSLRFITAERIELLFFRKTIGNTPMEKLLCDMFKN
NR2E3 ag-2 = inhibitors of NR2E3-RetCOR corepressor binding, primary screen, NR2E3 agonist project, biochemical, TR-FRET, GST-NR2E3, biotin-RetCOR. Photoreceptor-specific nuclear receptor (Homo sapiens), Q9Y5X4. 1536-well. inhibition of corepressor binding, % at 4.78 µM. 0.12% of 320,000 active. AID 2300, 2010;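 active = percent inhibition above the cutoff of mean plus 3 SD of all tested compounds, set per screening campaign, cut at about 20% in these data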;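 also: 0% = DMSO wells and 100% = biotin wells as full block of FRET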
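Material: NR2E3–RetCOR corepressor complex / Incubation: Compound–protein incubation for 5 h at 4 °C / Dosing: compound at 4.8 µM, single dose / Detection: time-resolved FRET / Benchmarks: high control biotin, low control 0.6% DMSO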
TRPM1 prom inh = inhibitors of MITF-dependent TRPM1 promoter reporter, primary screen, cell-based, SK-MEL-5, single point, luciferase; SK-MEL-5 TRPM1 promoter luciferase, 24 h; inhibition, % at 12.5 µM; 0.83% of 330,000 active;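 active = mean inhibition across replicates of 60% or more, whatever share of single replicates reaches that level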; also: values of inactives mirror those of a sister screen read the other way
PDI inh = inhibitors of human PDI, primary screen, biochemical, turbidity, single point, plate reader | Protein disulfide-isomerase (Homo sapiens), P07237 | PDI insulin aggregation turbidity, A650, 90 min | inhibition, % at 10 µM | 0.052% of 350,000 active | AID 588391, 2011;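 active = mean inhibition across replicates of 30% or more, whatever share of single replicates reach that level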;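 also: absorbance from insulin aggregation driven by PDI reduction with DTT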
Target sequence (P07237 whole entry, looked up): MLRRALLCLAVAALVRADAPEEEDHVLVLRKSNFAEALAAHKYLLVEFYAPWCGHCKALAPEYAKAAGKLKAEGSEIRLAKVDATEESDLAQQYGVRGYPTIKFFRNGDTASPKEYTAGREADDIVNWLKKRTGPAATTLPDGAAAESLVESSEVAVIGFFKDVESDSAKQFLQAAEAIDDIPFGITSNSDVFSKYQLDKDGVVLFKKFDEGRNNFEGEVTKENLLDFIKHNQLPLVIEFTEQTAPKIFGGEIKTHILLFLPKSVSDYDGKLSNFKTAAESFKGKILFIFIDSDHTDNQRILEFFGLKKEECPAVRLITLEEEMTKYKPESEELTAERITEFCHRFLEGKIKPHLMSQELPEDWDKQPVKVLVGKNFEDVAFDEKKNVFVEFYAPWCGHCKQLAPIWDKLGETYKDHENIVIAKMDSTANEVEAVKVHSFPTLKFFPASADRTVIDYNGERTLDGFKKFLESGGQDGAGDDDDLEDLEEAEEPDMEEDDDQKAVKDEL
CaV13 ICDI inh = Disruptors of the CACNA1D IQ motif to Ca2+-dependent inactivation inhibitor domain association, primary screening, Förster resonance energy transfer in intact living …. HEK cells, CFP/YFP FRET ICDI-IQ, plate reader, 10 min; percent FRET-ratio fall versus neutral wells. inhibition, % at 12.3 µM. 0.098% of 340,000 active;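 active = mean replicate inhibition of at least 30% and at least 1% of replicates passing that level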;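 also: 0% = median of the neutral control wells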
Shn3 3UTR inh = reduction of Shn3 3'UTR firefly luciferase signal, primary screen, Schnurri-3 inhibitor project, cell-based, Clone20 osteoblasts, set 2; AID 588674, 2011; 0.52% of 360,000 active; inhibition, % at 12.5 µM; Clone20 osteoblast Shn3 3'UTR firefly luciferase, 24 h;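 active = mean inhibition of at least 75% with every replicate also reaching 75%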;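 also: 0% = median of neutral control wells and 100% = pilot-screen positive control compound; some compounds past the cut are filed as inactive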
hiPSC survival = enhancers of single-cell hiPSC survival, primary screen, ATPlite luminescence; 100% = ROCK inhibitor wells, 0% = DMSO; survival enhancement, % at 20 µM; 0.044% of 360,000 active; AID 602274, 2012; in the data active = survival enhancement above about 18%;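 also: cells exposed to compounds for 16 hours before the ATP read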
Cardio protect = cardioprotection against H2O2-induced cell death, primary screen, uHTS, H9c2 cells, ATPLite luminescence; H9c2 cardiomyocytes, H2O2 injury protection, 2 h; protection from H2O2 cell death, % at 20 µM; 0.63% of 360,000 active;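 active = compounds giving at least 50% protection of heart cells from peroxide-induced death in the single-dose screen, raw or plate-pattern-corrected value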;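 also: 0% = DMSO wells with peroxide and 100% = DMSO wells without peroxide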
Peg3 promoter = Peg3 promoter-driven luciferase inhibitors, primary screen, cell-based, HeLa, luciferase luminescence; 1.7% of 360,000 active; HeLa PEG-Prom luciferase reporter, overnight; AID 588405, 2011; inhibition, % at 20 µM;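 active = inhibition of at least 50% at 20 µM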
HIF-2a inh = HIF-2a reporter inhibitors, primary screen, luminescence, 786-0 RCC cells; AID 624352, 2012; inhibition, % at 18.8 µM; 786-0 RCC cells HIF-2a reporter, luciferase luminescence, overnight; 0.72% of 360,000 active;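 active = inhibition of the luminescence signal of 40% or more relative to plate controls, in a single-dose primary screen at 18.75 µM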
* hit, by the source's call; x = not tested or not shown.

SMILES	m5-HT2A agonist	NR2E3 ag-1	NR2E3 ag-2	TRPM1 prom inh	PDI inh	CaV13 ICDI inh	Shn3 3UTR inh	hiPSC survival	Cardio protect	Peg3 promoter	HIF-2a inh
O=C(COc1ccc([N+](=O)[O-])cc1)NCc1ccncc1	8	0	-1	-5	2	10	-6	-0.3	-1	12	13
CCc1c(C)sc(NC(=O)c2cc(-c3ccc(O)cc3)on2)c1C#N	-6	-7	8	x	x	-7	-10	-0.9	-2	2	-6
CCOc1ccccc1NC(=O)COC(=O)CC(C)(C)CC1=NS(=O)(=O)c2ccccc2N1	3	-22	0	-12	-2	-3	14	0.3	-6	33	14
O=C(O)CCn1c(Cc2ccccc2)nc2ccccc21	2	7	0	8	1	-5	3	-0.3	11	-11	6
CC(=O)NNC(=O)CCn1nnc(-c2ccc(Cl)cc2)n1	1	6	-1	-1	0	1	-10	0.3	-3	5	2
CCOC(=O)C1CCN(C(=S)Nc2ccc(C)cc2)CC1	1	12	-1	x	4	-7	3	2.4	-7	-5	2
CSc1ncccc1C(=O)NNC(=O)c1csc(N2CCOCC2)n1	1	3	x	x	0	-9	-11	1.5	2	4	13
Cc1ccc(S(=O)(=O)N2[C@@H](c3ccccc3F)C(C(=O)O)=CC[C@H]2c2cccc(C)c2)cc1	2	-13	5	-6	-2	-6	-8	2.6	6	9	1
c1ccc(CC2CCCNC2)cc1 (stereo not drawn)	2	22	2	0	1	-3	-18	-0.9	6	10	12
CN(C)C(CNC(=O)c1ccc(OCc2cn3ccccc3n2)cc1)c1ccco1 (stereo not drawn)	-4	-57	1	-20	-12	-2	-22	-2.2	0	-55	-82
Cc1cc(NC(=O)CSc2nc3ccccc3s2)no1	1	-50	0	-17	4	x	-3	0.2	6	-26	-4
COc1ccc(NC(=O)CSc2ccc(-c3ccco3)nn2)c(OC)c1	-5	-45	4	7	17	-1	10	0.3	1	-13	-26
CC1CCCN(Cc2c(O)ccc3c(=O)c(-c4nc5ccccc5s4)c(N)oc23)C1 (stereo not drawn)	-9	-2	0	0	2	-3	-3	-1.5	14	-41	-146
c1ccc(-c2cnnc(N3CCOCC3)n2)cc1	-9	-26	-1	-29	2	x	-24	1.6	13	-126	-102
CCCCOC(=O)NC(NCC(O)c1ccccc1)(C(F)(F)F)C(F)(F)F (stereo not drawn)	-2	-10	1	1	-3	-5	4	0.0	-10	8	13

3 compounds out of the list, arranged by SMILES length, ascending:
SMILES	m5-HT2A agonist	NR2E3 ag-1	NR2E3 ag-2	TRPM1 prom inh	PDI inh	CaV13 ICDI inh	Shn3 3UTR inh	hiPSC survival	Cardio protect	Peg3 promoter	HIF-2a inh
O=C(COc1ccc([N+](=O)[O-])cc1)NCc1ccncc1	8	0	-1	-5	2	10	-6	-0.3	-1	12	13
CCCCOC(=O)NC(NCC(O)c1ccccc1)(C(F)(F)F)C(F)(F)F (stereo not drawn)	-2	-10	1	1	-3	-5	4	0.0	-10	8	13
CN(C)C(CNC(=O)c1ccc(OCc2cn3ccccc3n2)cc1)c1ccco1 (stereo not drawn)	-4	-57	1	-20	-12	-2	-22	-2.2	0	-55	-82

(next part)
SMILES	m5-HT2A agonist	NR2E3 ag-1	NR2E3 ag-2	TRPM1 prom inh	PDI inh	CaV13 ICDI inh	Shn3 3UTR inh	hiPSC survival	Cardio protect	Peg3 promoter	HIF-2a inh
Cc1ccc(C(=O)Nc2cccc(-c3nc4ncccc4o3)c2)cc1	-5	-24	-2	-3	-6	-2	-2	-0.7	10	-54	-32
Cc1cc(C)c2c(N)c(C(=O)NN3CC(=O)N(c4ccccc4)CC3=O)sc2n1	-3	12	3	-4	-2	-5	-55	-0.3	6	9	13
CCOc1ccc(C(C(=O)NC2CCCCC2)N(CCOC)C(=O)c2snc(C(N)=O)c2N)cc1 (stereo not drawn)	2	-20	-2	6	-2	-2	15	-0.7	1	7	8
COc1ccc([C@H]2CC(=O)C=C(c3ccc4c5c(cccc35)CC4)C2)cc1	0	13	0	-4	-8	-5	-3	2.6	-12	6	-21
CCOC(=O)C1CCN(CC(=O)Nc2ccc(OC)c(Cl)c2)CC1	0	-25	2	3	-4	-7	-9	-0.5	0	12	19
O=C(Nc1cccc(-c2cccc(Cl)c2)c1)C1CCN(CC2CCOC2)CC1 (stereo not drawn)	-11	-12	-1	-11	1	-5	-42	-0.5	7	44	11
Cc1ccc2[nH]c(C(=O)O)c(NC(=O)c3ccccc3[N+](=O)[O-])c2c1	-3	-3	1	3	-3	-12	8	3.5	1	10	13
COc1cc(C(=O)Nc2cccc(NC(=O)c3ccccc3)c2)cc(OC)c1OC	5	-33	-3	-15	8	-4	2	1.4	24	3	-29
COCCCN1C(=O)C(=O)/C(=C(/O)c2ccc(OCC(C)C)cc2)C1c1cccnc1 (stereo not drawn)	4	1	3	10	2	-4	-20	1.9	-1	-37	-23
CC(=O)Nc1ccc(/C=N/Nc2ccc(C(=O)c3c(C)cc4ccccn34)cc2[N+](=O)[O-])cc1	1	-19	5	28	2	-18	6	-0.5	-15	34	13
CCc1c(C)nc(SCC(=O)N2CCN(c3ccccc3)CC2)[nH]c1=O	-1	-1	0	-15	9	-6	-4	-0.6	1	19	22
COc1ccc(C(=O)CSc2nc3nc(C)cc(C)n3n2)cc1OC	1	-34	2	5	1	-9	-12	3.1	4	-29	-43
Cc1cccc(N2CCN(C(=O)c3cc(C)oc3C)CC2C)c1 (stereo not drawn)	1	11	-5	1	4	-5	2	1.6	24	17	2
COc1ccc(NC(=O)N2CCCC2)cc1OC	2	1	0	1	0	x	2	0.9	-1	-8	18
Cc1onc(-c2ccccc2)c1C(=O)Nc1cccc(OC(C)C)c1	1	-4	0	1	-1	-4	4	-1.1	-8	9	12
Cc1nc(N2CCN(C(=O)c3ccco3)CC2)c2c3c(sc2n1)CCC3	5	-2	2	2	-2	-2	14	-0.8	9	18	13
Cc1cc(Cl)ccc1N=C1N=C(N)c2ccccc21	3	-8	-1	-5	5	-3	-16	0.5	-3	10	-33
O=C(c1cncc(Br)c1)N1CCN(c2ccc(N3CCOCC3)nn2)CC1	-2	-15	1	16	14	-6	-17	1.4	-4	10	16
Cn1c(-c2nonc2N)nc2ccccc21	1	-35	4	-10	1	8	-10	-0.2	8	-23	-21
CC(=O)C1=C(C)Nc2ncnn2C1c1ccc(Cl)cc1 (stereo not drawn)	9	-13	-3	-12	-3	-5	15	0.0	17	1	23
COC(=O)c1cc(CSc2ncnc3sccc23)oc1C	3	-92	3	-10	1	-3	4	0.6	-6	-34	-75
Cc1ccc(C)c(NC(=S)Nc2ccc(S(=O)(=O)Nc3ncccn3)cc2)c1	1	-5	-3	7	-1	-2	5	-1.3	6	0	13
COc1ccc(-c2noc(C3CCCN(C(=O)c4ccccc4OC)C3)n2)cc1 (stereo not drawn)	10	5	x	-6	3	-1	23	-0.5	-13	-33	-77
CCOC(=O)CNC(=O)Cn1c(C)cc2ccccc2c1=O	-2	-23	-1	-5	1	0	4	0.5	6	20	22
COc1ccc(-c2cc(C(F)(F)F)n3nc(C(N)=O)cc3n2)cc1	4	19	x	x	-7	-11	-11	-0.1	1	-12	2
CN(C(=O)c1ccno1)c1nnc(-c2ccccn2)s1	2	2	-2	-20	2	x	-19	-1.6	-3	-36	-58
CC(=O)N[C@@H](Cc1c[nH]c2ccccc12)C(=O)OCC(=O)Nc1ccc(Cl)c(S(=O)(=O)N(C)C)c1	-3	16	4	22	1	-19	-6	0.1	8	-9	7
O=S(=O)(c1ccc2c(c1)OCCO2)N1CCN(S(=O)(=O)c2ccco2)CC1	2	-23	x	-5	-2	-3	2	-2.2	6	10	7
c1ccc(-c2csc(N3CCSCC3)n2)cc1	-1	-13	-1	-54	-3	4	-10	-1.0	-15	-223	-192
CCOc1cccc2cc(C(=O)N3CCc4ccccc43)c(=O)oc12	2	-15	-2	-19	9	x	0	4.3	18	-1	0
Nc1ccc2c(c1)Oc1ccccc1C=C2	-5	-16	0	3	-3	-13	-14	-0.5	1	-17	-20
COc1ccc(C(=O)n2nc(C)cc2C)cc1OC	0	-17	0	-2	13	-8	5	-3.1	1	6	20
Cc1nc2c(s1)sc1ccccc12	0	-5	1	-15	-3	-4	-14	-0.2	-13	-17	-48
Cc1ccc(C(=O)OC2CCCN(C)C2)cc1 (stereo not drawn)	0	2	-1	10	8	-3	4	-0.9	1	2	-1
C=CCOC(=O)C1=C(C)NC(=O)NC1c1ccc2c(c1)OCO2 (stereo not drawn)	5	-17	1	-4	8	4	5	0.3	5	9	15
CC1(C)NC(=O)N(CC(=O)OCC(=O)NC(=O)c2ccccc2)C1=O	-8	-38	-3	-7	-13	x	-3	-0.3	9	22	14
CCN1CCCC1CNC(=O)Cn1nc(C)n2c(cc3cc(C)ccc32)c1=O (stereo not drawn)	5	-13	-1	4	7	-2	-15	0.2	6	-19	-1
Nc1cccc(-c2nc3ccc(C(=O)c4ccccc4)cc3[nH]2)c1	1	-169	3	-29	-3	-6	-95	-0.6	-11	-248	-288
CN([C@@H](C(=O)OC(C)(C)C)c1ccccc1)S(=O)(=O)c1cccc(S(=O)(=O)N(C)[C@@H](C(=O)OC(C)(C)C)c2ccccc2)c1	9	-5	1	8	12	-4	47	0.5	-3	15	8
COc1ccc(CN2CCNC(=O)C2CC(=O)N(C)CCC2CCOCC2)c(OC)c1 (stereo not drawn)	5	10	-3	4	-4	-2	-3	-0.1	6	-5	-1
CCOC(=O)N1CCN(C(=O)c2ccc3c(=O)n(CCC4=CCCCC4)c(=S)[nH]c3c2)CC1	1	-17	1	1	-2	-3	8	-0.2	0	13	17
C[C@@H](C(=O)NCC1CC1)[C@H]1C[C@]1(C)[C@H](NC(=O)OCc1ccccc1)c1ccccc1	6	12	-2	-5	8	-6	0	0.5	4	14	-9
CC(=O)OCCNC(=O)c1cc2ccccc2oc1=O	-4	-13	1	7	10	-1	-11	6.7	-4	13	5
O=C(CSc1ccccc1)Nc1ccncc1	-3	-10	1	-10	-4	-5	-7	-2.5	-4	-24	-64
CC1CN(c2ccccn2)C(C)CN1C(=S)Nc1ccccc1 (stereo not drawn)	1	-20	x	-8	-1	-6	4	-3.4	-1	4	5
Cc1cc(C)c(C)c(S(=O)(=O)N2CCC(C(=O)Nc3ccc(S(=O)(=O)N4CCOCC4)cc3)CC2)c1C	1	-16	2	18	4	x	51	0.3	-10	28	24
CSc1ccccc1-c1nnc(-c2ccc(C)cc2)o1	1	-121	1	-47	-2	x	-89	-1.6	-30	-209	-234

Rows are unselected. Share with any hit: about 3.9%.
